Screens: PubChem BioAssay, several laboratories
MMP13 inh = MMP13 (human) collagenase inhibition | 0.07% of 65,000 active | AID 570 | inhibition, % at 4 µM | P45452 | MMP-13 fTHP FRET cleavage, Mca fluorescence;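 active means inhibition above the mean of compound-free control plate wells plus 3 SD, cut at about 14% in these data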;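 further: 0% = DMSO wells and 100% = wells with reference MMP-13 inhibitor after basal subtraction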
5-HT1A blocker = blocks the human serotonin 5-HT1a receptor; 0.68% of 62,000 active; CHO 5-HT1a Ga15 NFAT-bla reporter, antagonist mode; P08908; inhibition, % at 10 µM;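 active means inhibition above the mean of all tested compounds plus 3 SD, cut at about 43% in these data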;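 further: receptor stimulated by 5-CT agonist at 100 nM near EC80; beta-lactamase reporter measured by ratiometric fluorescence of a cleavable substrate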
TNAP act DEA = activates human TNAP at intermediate phosphate acceptor concentration; AID 813; activation factor at 20 µM; 64,000 tested, under 10 active; purified TNAP, CDP-star luminescence, 100 mM DEA, 30 min; stronger effect = higher value; scale: 0 levamisole-inhibited, 1 vehicle-only enzyme; P05186;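 active means activation factor of at least 2 at 20 µM, relative to controls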
Target sequence (P05186 whole entry, looked up): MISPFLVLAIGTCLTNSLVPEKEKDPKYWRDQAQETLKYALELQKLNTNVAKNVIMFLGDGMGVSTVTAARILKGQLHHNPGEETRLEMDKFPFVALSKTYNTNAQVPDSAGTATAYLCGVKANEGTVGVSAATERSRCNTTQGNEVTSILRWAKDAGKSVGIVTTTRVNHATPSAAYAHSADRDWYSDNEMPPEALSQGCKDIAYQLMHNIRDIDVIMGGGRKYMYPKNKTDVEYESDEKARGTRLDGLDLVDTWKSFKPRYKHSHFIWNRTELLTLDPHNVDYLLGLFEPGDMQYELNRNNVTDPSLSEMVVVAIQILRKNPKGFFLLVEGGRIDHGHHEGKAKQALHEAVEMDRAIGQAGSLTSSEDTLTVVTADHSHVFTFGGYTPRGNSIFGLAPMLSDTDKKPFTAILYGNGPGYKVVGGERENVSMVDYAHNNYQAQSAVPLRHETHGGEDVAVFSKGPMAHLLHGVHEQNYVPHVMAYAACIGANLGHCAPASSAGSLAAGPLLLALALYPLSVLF
Abs 340nm = absorbance at 340 nm | compound absorbance at 340 nm, fold over control | fold change at 10 µM | 65,000 tested, under 10 active;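 active means at 10 µM dose, initial 340 nm absorbance at least 2 fold that of control wells; inactive means change under 2 fold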;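 further: initial absorbance extrapolated from kinetic A340 decline of NADH oxidation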
Autofluor 339 = intrinsic fluorescence of library compounds, ex339/em460 – biochemical, MLSMR library, data from DPM-DC assay, artefact control, profiling panel; compound autofluorescence, ex339/em460 nm, NADH buffer; stronger effect = higher value; 1 = no-compound wells, NADH background; fluorescence fold increase at 10 µM; 5.5% of 65,000 active; AID 709;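 active means at 10 µM, mean starting fluorescence two-fold or more over control wells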;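 further: signal is the first read of a kinetic run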
SF-1 act = activators of human nuclear receptor SF-1; AID 522; 1.9% of 65,000 active; CHO-K1 Gal4-SF-1 LBD luciferase reporter; % increase over DMSO SF-1-specific signal; activation, % at 10 µM;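 active means activation above the mean activation of all tested compounds plus 3 SD, cut at about 50% in these data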
Target sequence (Q13285 whole entry, looked up, the tested form may be a part): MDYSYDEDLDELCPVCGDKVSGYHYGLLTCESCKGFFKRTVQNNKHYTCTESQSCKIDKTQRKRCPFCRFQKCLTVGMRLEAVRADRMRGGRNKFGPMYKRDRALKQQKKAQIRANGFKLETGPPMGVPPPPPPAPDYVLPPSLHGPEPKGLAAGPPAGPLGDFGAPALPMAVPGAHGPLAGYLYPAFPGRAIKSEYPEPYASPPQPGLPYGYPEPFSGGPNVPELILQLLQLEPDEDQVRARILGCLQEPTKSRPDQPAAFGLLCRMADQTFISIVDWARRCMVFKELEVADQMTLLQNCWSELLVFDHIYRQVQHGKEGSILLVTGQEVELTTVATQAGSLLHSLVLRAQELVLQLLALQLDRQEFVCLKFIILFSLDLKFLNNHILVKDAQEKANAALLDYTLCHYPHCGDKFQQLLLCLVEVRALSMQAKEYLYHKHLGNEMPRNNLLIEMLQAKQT
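material = CHO-K1 cells with Gal4–hSF-1 LBD chimera plus Gal4-driven luciferase | compound = 10 µM single point, 1% DMSO | incubation = 20 h compound exposure at 37 °C after 1 h cell settling | measured by = SteadyLite luciferase luminescence | evaluation = percent activation relative to DMSO median and mock-transfected background | control set = DMSO negative control and −SF1 background wells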
NADH coupling = inhibitors of enzymes used to reach an NAD/NADH endpoint | coupled PK/LDH NADH assays, four targets | IC50, µM (titrated, usually from 10 µM), for inactives: at the top dose inhibition | 0.02% of 65,000 active | AID 774;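 active means single-dose screening hits from any of four coupled enzyme assays that gave an IC50 when retested across doses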;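 further: the DPM-DC format reads NADH fluorescence rather than 340 nm absorbance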
RORA act = RORA (human) activation; CHO-K1 Gal4-RORA LBD luciferase reporter, luminescence; percent increase over mock-subtracted basal signal; 1.5% of 65,000 active; activation, % at 10 µM; AID 560;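 active means activation above the mean of all tested compounds plus 3 SD, cut at about 49% in these data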;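 further: 0% = DMSO-treated RORA cells and 100% = added signal equal to DMSO minus mock-transfected cells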
HTR1A agonist = agonists of human 5-HT1a serotonin receptor; P08908; 0.56% of 65,000 active; activation, % at 10 µM; CHO 5-HT1a Ga15 NFAT-bla reporter, FRET ratio; 0% basal, 100% maximal reference agonist; AID 567;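 active means activation above the screen-wide mean activation plus 3 SD, cut at about 19% in these data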;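 further: 0% = DMSO wells and 100% = 5-CT at EC100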
Numbers without * were called inactive; . = not tested or not shown; [ ] = another dose, or the depositor's remark.

SMILES	MMP13 inh	5-HT1A blocker	TNAP act DEA	Abs 340nm	Autofluor 339	SF-1 act	NADH coupling	RORA act	HTR1A agonist
CC(C)Cn1c(N)c(C(=O)CSc2nnnn2-c2ccc(Cl)cc2)c(=O)n(C)c1=O	-1	-5	0.9	1	1.1	-5	4%	-4	-3.5
CC(C)(C)C(=O)C(Oc1cccc2nonc12)n1cncn1 (configuration not stated)	-2	-13	0.9	1	1.4	-9	1%	-15	-3.5
O=C(NCc1ccc2c(c1)OCO2)c1ccc(COc2cccc(Cl)c2)o1	7	17	0.9	0.98	1.1	-19	4%	-1	-3.2
Cc1ccc(S(=O)(=O)n2nc(OC(=O)C(C)(C)C)cc2N)cc1	5	12	0.9	1.1	1.1	-16	1%	16	-0.8
CN(CCCC(=O)Nc1nccs1)S(=O)(=O)c1ccc(Cl)cc1	6	-4	1	1	1.1	-8	4%	13	-2.4
COC(=O)c1ccc(Nc2ncnc3c2cnn3-c2cccc(C)c2)cc1	-24	-22	1	1.1	2.1*	1	4%[fluoresces]	1	0.1
O=C(C1CC1)N1CCCN(C(=O)C2CC2)CC1	-2	-4	0.9	1	1.1	-2	11%	-5	6.7
Cc1cccc2sc(NC(=O)c3ccc(Cl)s3)nc12	-16	9	0.9	1.1	1.8	50*	11%	23	1.6
COc1ccc(CCNC(=O)COC(=O)c2cnccn2)cc1	0	-12	1	0.97	1	0	6%	-7	-2.2
CC1=C(C(=O)Nc2ccccc2)C(c2ccccn2)n2nc(CCCO)nc2N1 (configuration not stated)	7	-5	0.9	1	1	25	2%	5	-2.0
N#C/C(=C/N1CCOCC1)c1ccccc1	3	7	0.9	1.1	1	-17	12%	4	-2.3
O=C(Cn1cnc2c(cnn2-c2ccc(F)cc2)c1=O)OCc1ccccc1	4	-2	0.9	0.99	1	11	7%	-12	-2.1
CC(C)CC1NC(=O)N(CC(=O)N2CCN(S(=O)(=O)c3ccc4ccccc4c3)CC2)C1=O (configuration not stated)	4	0	0.9	1	1.1	14	4%	16	-1.1
Cc1c(OCc2nn[nH]n2)ccc2c(-c3ccccc3)cc(=O)oc12	-3	-1	0.9	1.1	1.4	-3	3%	1	-1.3
CCOc1ccc2[nH]c(=O)c(CN(CCOC)C(=O)N3CCOCC3)cc2c1	-28	-1	0.9	1	3*	-2	4%[fluoresces]	2	0.0
O=S(=O)(CCc1ccccc1)/N=C/c1cccs1	-1	15	0.9	1	1.1	-1	3%	-12	-2.3
COc1ccc(C2=Nn3c(nnc3-c3ccccn3)SC2)cc1	-5	.	0.9	1.1	1.1	-3	4%	2	10
Cc1cc(C)cc(N(CC(=O)N2CCN(c3ccccc3)CC2)S(=O)(=O)c2c(C)noc2C)c1	-11	18	0.9	1	1	-3	0%	-13	-1.4
C=CCn1c(Sc2nnc(C)s2)nc2c1c(=O)[nH]c(=O)n2C	0	-13	0.9	1	1.1	21	1%	-9	-1.4
CCOC(=O)C1C(=O)NC(N2CCCCC2)=NC1c1ccco1 (configuration not stated)	-2	-16	0.9	1	1.1	-5	3%	-13	0.3

Given as a markdown table: part of the list above
| mol | MMP13 inh | 5-HT1A blocker | TNAP act DEA | Abs 340nm | Autofluor 339 | SF-1 act | NADH coupling | RORA act | HTR1A agonist |
| --- | --- | --- | --- | --- | --- | --- | --- | --- | --- |
| O=C(C1CC1)N1CCCN(C(=O)C2CC2)CC1 | -2 | -4 | 0.9 | 1 | 1.1 | -2 | 11% | -5 | 6.7 |
| CC(C)(C)C(=O)C(Oc1cccc2nonc12)n1cncn1 (configuration not stated) | -2 | -13 | 0.9 | 1 | 1.4 | -9 | 1% | -15 | -3.5 |
| COc1ccc(C2=Nn3c(nnc3-c3ccccn3)SC2)cc1 | -5 | . | 0.9 | 1.1 | 1.1 | -3 | 4% | 2 | 10 |

Carrying on.
SMILES	MMP13 inh	5-HT1A blocker	TNAP act DEA	Abs 340nm	Autofluor 339	SF-1 act	NADH coupling	RORA act	HTR1A agonist
COc1ccc2c(CC(=O)OCC(=O)Nc3ccc4c(c3)OCO4)coc2c1	2	-7	.	1	1.1	3	4%	-28	-1.6
Cc1cc(C)n(-c2nnc3n2N=C(c2ccccc2)CS3)n1	5	5	0.9	1	1.1	-5	5%	-15	0.7
Cc1ccc2c(=O)c(CN(C)C3CCN(C)CC3)c(C)[nH]c2c1C	3	.	0.9	1	1.1	0	2%	-18	-0.7
CCCOc1ccc(C2C(C(=O)c3ccco3)=C(O)C(=O)N2CCN2CCOCC2)cc1OC (configuration not stated)	-7	2	0.9	1.1	1.1	6	9%	-3	1.6
CC(C)(C)c1cc(C(F)(F)F)nc(SCCCNC(=O)c2ccco2)n1	4	-2	0.9	1.1	1.1	-18	3%	-3	3.5
COc1ccc(OC)c(NC(=O)CCC(=O)Nc2nnc(C(F)(F)F)s2)c1	6	12	0.9	1	1.1	7	3%	-28	-4.1
CC(=O)N1CCC(N(CCCOC(C)C)C(=O)Nc2ccc(Cl)cc2)CC1	4	12	1	1.1	1.1	-10	4%	-10	-0.9
O=C1CC(c2ccccc2)n2nc(NC(=O)C3CCCO3)nc2N1 (configuration not stated)	-3	-4	0.9	0.98	1.1	-5	8%	7	-1.6
CCOC(=O)C1CCN(C(=O)COc2cc(C)c(Br)c(C)c2)CC1	2	3	0.9	1	0.76	2	7%	-18	-1.7
Cc1cccc(N2CSC3=C(C#N)C(c4ccc(C)o4)CC(=O)N3C2)c1 (configuration not stated)	4	7	.	1.1	1.1	27	10%	9	-2.2
CCOCCn1c(CN2CCCCC2C)nc2c1c(=O)n(C)c(=O)n2C (configuration not stated)	3	9	0.9	1	1.1	10	2%	6	-0.1
O=C1C2CCCN2C(c2cccs2)N1c1ccc(Cl)cc1 (configuration not stated)	0	-17	0.9	1	1.1	-3	5%	0	-0.7
Cc1ccc(C2CC(C(F)(F)F)n3nc(C(=O)NCCN4CCOCC4)cc3N2)cc1 (configuration not stated)	0	9	1	1.1	1.1	4	6%	12	1.2
Cc1ccsc1C(=O)OCC(=O)NCc1ccc2c(c1)OCO2	0	4	1	1	0.81	0	11%	-15	-3.2
Brc1ccc(Nc2c3c(nc4ncnn24)CCC3)cc1	1	-9	1	1.1	1	-11	5%	-16	-0.2
CCN(CC)c1nc(N(CC)CC)[nH]c(=O)n1	12	9	0.8	0.98	1	2	3%	-12	-3.0
CN(C(=O)c1coc(=O)c2ccccc12)c1ccc(F)cc1	3	13	0.9	0.99	1.1	6	3%	1	-5.4
CCOc1ccc(-c2cc(C(=O)NCCCN3CCN(CC)CC3)c3ccccc3n2)cc1	-56[fluorescence artefact?]	-7	0.9	1.1	5.2*	-2	4%[fluoresces]	32	-3.2
COC(=O)c1ccc(CN(c2ccccc2OC)S(=O)(=O)c2cccs2)o1	-1	0	0.9	0.99	1	-10	2%	-16	-2.8
CCn1nc(NC(=O)c2cccnc2)c2cc3cccc(C)c3nc21	-15	-19	0.9	1	1.7	-4	1%	-2	8.6

Quoted from the listing.
Value for O=C1C2CCCN2C(c2cccs2)N1c1ccc(Cl)cc1 (configuration not stated) in RORA act: 0
Value for Cc1cccc(N2CSC3=C(C#N)C(c4ccc(C)o4)CC(=O)N3C2)c1 (configuration not stated) in Abs 340nm: 1.1
Value for CCCOc1ccc(C2C(C(=O)c3ccco3)=C(O)C(=O)N2CCN2CCOCC2)cc1OC (configuration not stated) in HTR1A agonist: 1.6
Value for Brc1ccc(Nc2c3c(nc4ncnn24)CCC3)cc1 in TNAP act DEA: 1

Carrying on.
SMILES	MMP13 inh	5-HT1A blocker	TNAP act DEA	Abs 340nm	Autofluor 339	SF-1 act	NADH coupling	RORA act	HTR1A agonist
CCOC(=O)c1ccccc1NC(=O)CN(c1ccccc1OC)S(C)(=O)=O	5	-1	0.9	1	1.1	-18	6%	6	0.1
CCOC(=O)c1[nH]c(Cc2[nH]c(C(=O)OCC)c(C)c2CCC(=O)OC)c(CCC(=O)OC)c1C	5	9	0.9	1.1	1.1	-4	1%	-15	-3.1
CCOC(=O)N1CCC(NC(=O)c2cc3c(C)nc4ccccc4c3o2)CC1	-10	3	0.9	1	1.1	10	7%	-2	0.4
CC(=O)Nc1ccc(S(=O)(=O)NCc2cn3c(C)csc3n2)cc1	0	3	0.8	1	1.1	5	2%	-17	-5.9
COc1ccc(CCNC(=O)CSc2nnnn2-c2ccccc2OC)cc1OC	-3	-9	0.8	0.98	1	-5	2%	-8	1.6
CC(C)N(C(=O)COc1ccc(Br)cc1Cl)C(C)C	5	12	1	1	1.1	-15	12%	-13	-4.4
Cc1ccc(O)c(NC(=O)C2CC(c3c(F)cccc3Cl)=NO2)c1 (configuration not stated)	-2	8	1	0.99	0.99	4	6%	6	0.2
CCNS(=O)(=O)c1ccc2nc(NC(=O)c3cccnc3)sc2c1	0	-3	0.9	1.2	1.1	12	6%	7	-1.4
CCC(c1nnnn1Cc1ccc2c(c1)OCO2)N1CCN(c2ccc(OC)cc2)CC1 (configuration not stated)	2	32	1	0.95	1.1	3	11%	-12	1.7
CC(OC(=O)c1ccco1)C(=O)NCc1cccs1 (configuration not stated)	2	-4	0.9	1	1	-6	1%	-10	-1.5
Fc1ccc(-c2nnc(SCc3ncc(-c4ccccc4)o3)n2CC2CCCO2)cc1 (configuration not stated)	6	20	1	1	1.1	-7	9%	-9	-0.7
COc1cccc(N2CCN(c3ncnc4c3[nH]c3ccccc34)CC2C)c1 (configuration not stated)	-10	.	1	1.1	1.4	-85	7%	-95	3.5
O=C(CCCCCN1C(=O)c2ccccc2C1=O)NCCc1nc2ccccc2[nH]1	-4	1	0.9	1	1.1	0	3%	12	0.2
O=C(CCCn1c(=O)[nH]c2ccccc2c1=O)NC1CCCCCC1	-4	-2	1	0.97	1	-2	8%	4	-1.8
CCCOC(=O)c1ccc(Nc2cc(C)nc3ncnn23)cc1	-7	-22	1	1	1.1	-6	7%	-20	105*
CC1(c2ccc(OC(F)F)cc2)NC(=O)N(CC(=O)NC2CCCCC2)C1=O (configuration not stated)	-6	2	0.8	1	1.1	-8	2%	-20	-6.1
Cc1c(C(=O)N2CCCc3ccccc32)sc2nc(-c3ccccc3)cn12	3	-4	0.9	1.1	0.99	-9	11%	17	0.7
N#CCCN1CCN(S(=O)(=O)c2ccc(C#N)cc2)CC1	-1	0	0.9	1	1.1	-14	5%	4	-3.2
Cc1cc(C)c(S(=O)(=O)Nc2nnc(C)s2)c(C)c1	3	-7	0.9	1	1	-8	6%	-10	-3.9
CC1CCc2c(sc3nc(SCC(=O)NCc4ccco4)nc(N)c23)C1 (configuration not stated)	-8	4	0.9	1	1.2	5	7%	-6	1.9
O=C1NC2=C(C(=O)c3ccccc32)C(c2ccccc2)N1 (configuration not stated)	4	0	0.8	0.98	1.1	-4	5%	3	-3.6
COC(=O)C1=C(C)N(C)C(C)=C(C(=O)OC)C1c1ccsc1	6	4	1	1.1	1.1	14	6%	15	-3.8
COC(=O)c1c(N2C(=O)CCC2=O)sc2c1CCCC2	-3	-6	1	1.1	1.1	14	8%	24	4.9
Nc1ccc2c(c1)ncn2CCCn1cnc2cc(N)ccc21	-1	-13	0.9	1	1	-3	5%	-21	-3.3
COc1cccc(Cn2nnc(C(=O)Nc3cc(Cl)ccc3OC)c2N)c1	0	3	1	1	1.1	2	3%	-13	0.8
COc1ccc(C2=CC(c3c(C)nn(-c4ccccc4)c3Cl)n3nnnc3N2)cc1OC (configuration not stated)	-19	-12	0.8	1	1.5	-9	9%	-5	2.7
COc1cc(OC)cc(-c2nc(-c3ccc(Br)cc3)no2)c1	-5	-7	0.9	1	1.1	22	5%	-23	-0.7
COc1cc(C2C(C#N)=C(N)Oc3cc(C)n(CC4CCCO4)c(=O)c32)cc2c1OCO2 (configuration not stated)	5	-14	0.9	0.98	1.2	5	6%	0	-2.2
